HSP90 inh – inhibitors of HSP90 luciferase refolding in rabbit reticulocyte lysate | luciferase refolding luminescence, 3 h | actives 0.91% (n = 290,000) | AID 1789 | inhibition, % at 5.6 µM;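 active = inhibition above the screen-wide mean plus 3 SD, computed separately per campaign, cut at about 16% in these data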;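 also: 0% = DMSO wells and 100% = 60 µM geldanamycin wells; inhibitors lower the luminescence because luciferase stays unfolded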
GSK3beta inhib – human GSK3beta kinase inhibition | P49841 | GST-GSK3beta kinase, ADP-Glo luminescence, 60 min; hits give low values | activity score (negative = inhibition), % at 10 µM | actives 0.038% (n = 300,000) | AID 2097;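 active = more than half of replicate wells score below -50%, meaning over 50% inhibition versus plate controls; inconclusive = some replicates but at most half score below -50%; inactive = no replicate scores below -50%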;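 also: 0% = median DMSO wells and -100% = median GW8510 positive control wells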
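Test system: GST-tagged human GSK3beta kinase, cell-free; evaluation: activity score scaled between in-plate DMSO and GW8510 controls; measured by: ADP-Glo luminescence; incubation: 60 min reaction, RT; benchmarks: DMSO and 20 µM GW8510; reagent: peptide substrate plus 25 µM ATP (final); medium: Tris/MgCl2 kinase buffer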
Dyrk1A ADPGlo – blocks rat Dyrk1A kinase activity | actives 0.43% (n = 310,000) | inhibition, % at 12.5 µM | ADP-Glo luminescence, NFATc1 peptide | Q63470 | AID 504441; in the data active = inhibition above about 50%;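 also: plate controls were vehicle with enzyme for no effect and no enzyme for full effect; many of its hits are not listed in these tables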
Platelet DG rel – platelet dense granule release activity | human platelet-rich plasma, SFLLRN dense granule ATP release, luminescence | inhibition, %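 (compounds screened at 7.5 µM in platelet-rich plasma)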 | actives 0.22% (n = 300,000);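 active = mean replicate score, as percent of positive control, at or above 50; inconclusive = mean below 50 but at least one replicate at or above 50; inactive = mean and every replicate below 50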
HSF1 activator – increases HSF-1 driven luciferase reporter signal; activation, % at 9 µM; actives 1.7% (n = 300,000); AID 504408; NIH3T3-HGL HSF-1 luciferase reporter, MG132, 8 h; 100% = twice DMSO control signal;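 active = mean replicate activation of at least 50% with a set share of replicates each reaching 50%; inconclusive = only one of those two conditions met; inactive = mean below 50% and too few replicates reaching it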;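 also: 0% = median of the neutral control wells and 100% = twice that signal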
HDAC3 inhib – inhibitors of human histone deacetylase 3. O15379. inhibition, % at 8.3 µM. actives 0.15% (n = 320,000). recombinant HDAC3, fluorogenic peptide/trypsin coupled, fluorescence. AID 2718; in the data active = inhibition above about 26%, passing the limit was not always enough; inconclusive = no clear call, values can overlap the other calls
Target sequence (O15379 whole entry, looked up): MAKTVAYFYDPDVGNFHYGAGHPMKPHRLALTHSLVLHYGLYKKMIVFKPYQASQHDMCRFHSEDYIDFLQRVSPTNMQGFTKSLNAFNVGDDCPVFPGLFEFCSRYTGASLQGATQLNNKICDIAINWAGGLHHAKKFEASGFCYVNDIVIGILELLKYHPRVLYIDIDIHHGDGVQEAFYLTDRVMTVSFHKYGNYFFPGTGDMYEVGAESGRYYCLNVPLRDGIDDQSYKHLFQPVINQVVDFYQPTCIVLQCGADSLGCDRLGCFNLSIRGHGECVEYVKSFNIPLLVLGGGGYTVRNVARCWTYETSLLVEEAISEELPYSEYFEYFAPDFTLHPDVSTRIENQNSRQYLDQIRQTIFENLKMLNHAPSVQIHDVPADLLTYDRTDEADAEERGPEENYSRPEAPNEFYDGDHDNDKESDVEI
PolyA inhibitor – inhibitors of polyadenylation in S. cerevisiae; S. cerevisiae SKY197-pL101 polyadenylation reporter, beta-gal luminescence; efflux-impaired pdr1/pdr3 knockout yeast; score 100 = 6 SD above DMSO; calls only at 12 µM; actives 0.02% (n = 300,000); AID 1875;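 active = lowest replicate activity score at least 50, where 100 means six control SD above control mean; inconclusive = lowest score under 50 but half or more replicates reach 50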;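 also: yeast exposed to compound for 9 h at 30 °C; higher score means more reporter readthrough which indicates perturbed polyadenylation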
HSF1 inhib – HSF1 inhibition; NIH3T3-HGL HSE-luciferase, MG132-induced, luminescence 8 h; hits give low values; activity change, negative = inhibition, % at 7.5 µM (by protocol); actives 0.77% (n = 300,000); AID 2098;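 active = more than half of replicate wells show activity change below -50%, luminescence cut by over half; inconclusive = some wells, but at most half, below -50%; inactive = no replicate well below -50%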;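 also: luciferase reports HSF-1 transcriptional activity via heat shock element; 0% = median of DMSO wells and -100% = zero luminescence signal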
AI-2 QS modul – Vibrio harveyi AI-2 quorum sensing modulation; Vibrio harveyi JMH597 AI-2 luminescence/OD600 ratio, 9 h; hits give low values; strain lacks LuxN and CqsS sensors; 0 = neutral-control median; activity change, % at 7.5 µM; actives 0.4% (n = 300,000); in the data active = activity change below about -75%, passing the limit was not always enough; inconclusive = no clear call, values can overlap the other calls;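 also: luminescence divided by OD600 gain over 9 h not by final OD600 alone; inactives centre near 13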
GSK3A inh – blocks human GSK-3 alpha kinase | P49840 | ADP-Glo luminescence, 60 min | inhibition, % at 10 µM | actives 0.1% (n = 320,000) | AID 2650;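 in the data active = inhibition above about 50%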;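 also: GST-tagged GSK-3 alpha with peptide substrate and 25 µM ATP; 0% = DMSO neutral wells and 100% = GW8510 positive control wells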
Target sequence (P49840 whole entry, looked up): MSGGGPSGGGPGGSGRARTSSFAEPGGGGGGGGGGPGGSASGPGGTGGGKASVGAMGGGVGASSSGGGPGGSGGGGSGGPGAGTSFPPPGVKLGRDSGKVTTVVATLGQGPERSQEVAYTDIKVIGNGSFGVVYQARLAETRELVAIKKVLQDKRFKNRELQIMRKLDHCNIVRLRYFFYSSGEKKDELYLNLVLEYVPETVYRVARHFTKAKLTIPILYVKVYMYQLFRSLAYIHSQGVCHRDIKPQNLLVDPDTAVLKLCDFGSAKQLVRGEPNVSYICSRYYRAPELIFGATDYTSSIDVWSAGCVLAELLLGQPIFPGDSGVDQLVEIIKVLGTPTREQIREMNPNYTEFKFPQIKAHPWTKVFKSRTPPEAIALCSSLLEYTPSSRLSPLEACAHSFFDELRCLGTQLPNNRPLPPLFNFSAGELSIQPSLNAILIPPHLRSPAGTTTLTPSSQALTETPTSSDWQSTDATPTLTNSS
Active calls of the source: *; i = inactive; ? = inconclusive; . = not tested or not shown.

The line under a structure holds: HSP90 inh, GSK3beta inhib, Dyrk1A ADPGlo, Platelet DG rel, HSF1 activator, HDAC3 inhib, PolyA inhibitor, HSF1 inhib, AI-2 QS modul, GSK3A inh
#1 COc1ccc(-c2cnc3n2CCCCC3)cc1
→ 0, -2, 11, -1, 3, 5, ., -7, 17, -4
#2 O=C(N/N=C/c1ccc(Cl)cc1Cl)c1ccncc1
→ -3, -2, ., 7, 5, 22, i, -3, 8, 3
#3 CNC(=S)N(CCN(C)C)Cc1cc2cc3c(cc2[nH]c1=O)OCO3
→ -1, 2, 5, 3, 2, -11, i, 4, 3, 9
#4 O=C(Nc1ccc(C(=O)O)cc1)/C(=C\c1ccccc1)NC(=O)c1ccco1
→ -1, -2, 0, 8, 0, 5, i, -5, 14, 0
#5 Cc1c(CC(=O)NCC(=O)O)c(=O)oc2cc3c(cc12)CCC(C)(C)O3
→ 0, 4, 0, 5, -1, -79, i, -2, 19, -2
#6 COc1ccc(C2CC(C(F)(F)F)n3ncc(C(=O)Nc4cccc(O)c4)c3N2)cc1OC (centres undefined)
→ 7, -2, -8, 4, -27, 4, i, -6, 6, 3
#7 Cc1nn(C)c(C)c1NC(=S)Nc1ccc(S(=O)(=O)Nc2ncccn2)cc1
→ 7, -1, -1, 0, -6, -1, i, -9, 4, -1
#8 O=C(O)Cc1cn(Cc2ccc(F)cc2)c2ccccc12
→ 0, 1, 7, -1, -16, 0, i, 2, 6, 1
#9 CN(C)S(=O)(=O)c1ccc(C(=O)NCc2ccco2)cc1
→ 2, 1, -4, -2, -9, -5, i, -1, 21, -1
#10 CCCc1cc(=O)oc2cc(OCC(=O)NCCCN3CCOCC3)ccc12
→ -3, 0, 0, 9, 10, -9, i, -1, 20, -4
#11 COc1cc(OC)c(OC)cc1/C=N/n1c(-c2n[nH]c3c2CCC3)n[nH]c1=S
→ -2, -4, -57, 0, 22, 4, i, 3, 14, 0
#12 CCN(CC)CCNC(=S)Nc1ccc2nc(N3CCN(C)CC3)cc(C)c2c1
→ -3, 1, 1, -5, -1, 3, i, -5, -3, 4
#13 Cc1cccc(-c2n[nH]c(=S)n2Cc2ccccc2)c1
→ -5, -4, 1, ., 1, 4, i, -2, -15, 2
#14 CS(=O)(=O)N(Cc1ccccc1)c1ccc(C(=O)N2CCOCC2)cc1
→ -4, 2, -1, 3, 0, -2, i, -3, 1, 1
#15 Cc1cccc(NC(=O)CCCCCN2C(=O)[C@@H]3Cc4ccccc4CN3C2=O)c1
→ 0, 0, ., -2, 3, 0, i, 1, 16, -4
#16 COc1ccc(CCC(=O)Nc2ccc(Br)cn2)cc1
→ 0, 9, 3, -3, 0, 1, i, 2, -41, 5
#17 O=C(OCc1cnc(Cl)s1)c1cccc(Cl)c1Cl
→ 1, 3, 4, 24, 10, -8, i, -2, 30, -2
#18 CCc1ccccc1NC(=O)CSc1nnc(-c2ccncc2)o1
→ 4, 4, ., -1, -81, 5, i, -76*, -4, 0
#19 COc1cc([N+](=O)[O-])ccc1NC(=O)NNC(=O)C(C)Oc1ccc(F)cc1F (centres undefined)
→ -3, 0, 3, -4, -2, 8, i, -3, 3, 0
#20 COc1ccc(NC(=O)c2cc(-c3ccc(C)c(C)c3O)n[nH]2)cc1Cl
→ 1, 0, -1, 7, 17, -20, i, 8, 11, -1

(more compounds)
The line under a structure holds: HSP90 inh, GSK3beta inhib, Dyrk1A ADPGlo, Platelet DG rel, HSF1 activator, HDAC3 inhib, PolyA inhibitor, HSF1 inhib, AI-2 QS modul, GSK3A inh
#21 CC(C)CNC(=O)c1cccc(NC(=O)c2ccc(NC(=O)c3ccco3)cc2)c1
→ 4, -27, -5, -2, -4, 1, i, -4, 23, -1
#22 Cn1cc(CC(=O)NCCCN2CCCC2=O)c2ccccc21
→ ., 1, 0, -6, 26, -7, i, 7, 9, -1
#23 CC(C)CC(=O)NC(NCC1CCCO1)C(Cl)(Cl)Cl (centres undefined)
→ 5, 2, -7, 4, -3, -7, i, -7, 17, 3
#24 COC(=O)C1(Cc2ccccc2)NC(c2ccccc2C)C2C(=O)N(c3ccc4c(c3)OCO4)C(=O)C21 (centres undefined)
→ -1, 4, 4, 3, -80, -4, i, -73*, 17, -2
#25 CS(=O)(=O)Nc1ccc(C(=O)NC2CCCC2)cc1
→ -1, -2, ., -5, -12, 1, i, -5, 4, -1
#26 CCSc1nsc(NC(=O)Nc2ccc(F)cc2F)n1
→ 3, 2, 4, -4, ?, -1, i, 29, ?, 15
#27 S=C(NCCCN1CCOCC1)NCCCN1CCOCC1
→ 2, 2, -4, -5, 8, 2, i, 6, 3, 8
#28 CN(C)S(=O)(=O)c1ccc(NC(=O)COC(=O)C2CC3CCCC(C2)C3=O)cc1 (centres undefined)
→ -2, -1, -6, -1, -4, 4, i, -2, 10, -2
#29 COC(=O)CCN1CCc2cc(N=Nc3ccc([N+](=O)[O-])cc3)ccc21
→ 0, -2, ., 10, -58, 1, i, -63*, 12, 0
#30 NC(=O)Cc1ccc2sc(-c3ccccc3)nc2c1
→ 16*, 0, 10, 7, 42, ., i, 17, 15, .
#31 N#CC1=C(N)N(c2ncn[nH]2)C2=C(C(=O)CCC2)C1c1ccccc1 (centres undefined)
→ -4, -3, 0, 8, 26, 2, i, 7, 12, 0
#32 Brc1cccc(-c2nnco2)c1
→ -5, 2, 3, 7, 3, 2, i, -5, 10, -1
#33 CC(C)CN(C(=O)c1ccc2c(c1)OCCO2)c1c(N)n(Cc2ccccc2)c(=O)[nH]c1=O
→ ., -5, -5, 1, 17, 3, i, 1, 6, -2
#34 CC(=O)NC1CCN(CC(=O)Nc2cccc([N+](=O)[O-])c2)CC1
→ -3, -1, 2, -1, 28, -13, i, 12, 9, -2
#35 COc1ccc(CCN2C(=O)c3[nH]nc(-c4ccccc4O)c3C2c2cccc(Cl)c2)cc1 (centres undefined)
→ 5, 1, -2, -2, 36, 2, i, 29, 9, -1
#36 CC(C)C(=O)Nc1oc(-c2ccccc2)cc1C#N
→ -1, 2, 2, 0, 27, -3, i, 3, -3, 0
#37 CCOC(=O)N(C)OC(=O)Nc1ccc(Cl)c(Cl)c1
→ 0, 2, 3, 19, -4, 4, i, -9, 7, 1
#38 CCNc1oc(-c2ccccc2F)nc1S(=O)(=O)c1ccccc1
→ 1, 3, -2, 1, -23, 1, ., 0, 33, 1
#39 O=C(CN(C(=O)CNS(=O)(=O)c1ccccc1)C1CCCC1)NCc1ccco1
→ ., 0, 2, -27, 7, 2, i, -1, -6, 3
#40 CCN(Cc1ccccc1)c1ccc(/C=N/NC(=O)c2cccc(S(=O)(=O)N3CCOCC3)c2)cc1
→ 6, -2, 4, -9, 5, 3, i, 3, -8, -3

Next part:
The line under a structure holds: HSP90 inh, GSK3beta inhib, Dyrk1A ADPGlo, Platelet DG rel, HSF1 activator, HDAC3 inhib, PolyA inhibitor, HSF1 inhib, AI-2 QS modul, GSK3A inh
#41 CCS(=O)(=O)N1CCN(c2ccc(Cl)cc2[N+](=O)[O-])CC1
→ 4, -3, -6, 20, 27, 1, i, -3, 24, 0
#42 CC1(C)Cc2nc3sc4c(SCC(=O)NC(c5ccccc5)c5ccccc5)ncnc4c3cc2CO1
→ 5, 4, 1, 2, 16, -4, i, 1, 12, 19
#43 Cc1cc(C(=O)COC(=O)c2ccncc2)c(C)n1CCc1ccc(F)cc1
→ 2, 0, 4, 8, ., 5, i, ., 32, 0
#44 Cc1ccc(C)c(S(=O)(=O)N/N=C/c2ccc(N(C)C)cc2)c1
→ 0, 1, -4, 1, -4, -3, i, -2, 14, -1
#45 CC(C)=CCN1CCN(Cc2ccc(Sc3nncn3C)o2)CC1CCO (centres undefined)
→ 1, -3, 28, -1, -4, 1, i, 4, 30, -1
#46 C=CCc1c(C)nc2c(-c3ccccc3)cnn2c1N1CCOCC1
→ -4, 1, -1, 4, -55, -2, i, -45, 17, -1
#47 COCCCN1C(=O)c2ccc(C(=O)Nc3cccc(OC)c3)cc2C1=O
→ -4, -2, 1, 5, 33, 2, i, 7, 0, -2
#48 Cc1cccnc1Nc1nc(-c2ccc(O)c(O)c2)cs1
→ 7, 3, 35, 4, 19, 3, i, -3, 10, -2
#49 COc1cccc(C(=O)Nc2ccc3c(c2)C(=O)NC3=O)c1
→ -2, -4, 1, 22, 15, -1, i, -1, 8, 2
#50 CC(C)(C)c1nc[nH]c(=O)c1Br
→ -3, 1, -1, -6, -2, ., i, -18, 13, .
#51 COc1ccc(N=C2SC(C(=O)Nc3ccc(OC)cc3)CC(=O)N2CCN2CCOCC2)cc1 (centres undefined)
→ 3, -2, -5, -4, 9, 13, i, -7, 3, -3
#52 CC1CCC/C(=C\Nc2ccc3c(c2)OCO3)C1=O (centres undefined)
→ 1, 0, 1, 1, -2, -1, i, -1, 50, .
#53 NC(=O)N/N=C/c1ccccc1OC(=O)c1cc2ccccc2oc1=O
→ -4, 1, 3, 3, 34, 5, i, 22, 31, -2
#54 CCCC(=O)c1ccc(N2CCC(C)CC2)c(F)c1
→ -2, 1, 4, -2, -2, 1, i, 13, 11, -2
#55 O=C(NC1CCCC1)c1csc2c1CCCC2
→ 2, 3, -1, ?, -3, 7, i, -4, 6, -1
#56 CCOCCCNC(=O)c1ccc2c(c1)ncn2-c1ccc(CC)cc1
→ 2, -1, -1, 4, -12, -2, i, -3, 15, -1
#57 Cc1cc(C)n(CCOc2ccc(Cl)cc2Cl)n1
→ -4, 2, -1, -8, -2, 8, i, -4, 35, .
#58 COc1cccc(OCC(Cn2c(C)nc3ccccc32)OC(C)=O)c1 (centres undefined)
→ 2, -1, -1, -5, -2, -2, i, -3, 4, -2
#59 OCCC1CN(Cc2ccccc2O)CCN1CCCc1ccccc1 (centres undefined)
→ -1, 0, ., -20, -5, 5, i, -13, 14, -1
#60 CCCn1c(N)c(C(=O)CSc2nc(C)cs2)c(=O)n(C)c1=O
→ 2, -1, -9, -6, 3, 0, i, -7, -5, -2
#61 CCOC(=O)c1ccc(N=C2NC(=O)CS2)cc1
→ 3, 1, 4, -1, -12, -7, i, -5, 19, -1
#62 COc1ccc(N(CC(=O)Nc2cc(OC)ccc2OC)S(C)(=O)=O)cc1
→ -1, 1, -2, 3, -6, -11, i, -4, 27, -2

Screening results from PubChem.

Only part of the results is shown (hit frequency here may not be typical).
